V-ATPase pHluor – regulators of yeast V-ATPase proton transport; S. cerevisiae, pHLuorin cytosolic pH fluorescence; response, % at 10 µM; hit rate 0.37% among 350,000; AID 504577; in the data active means response mostly above about 7.3%, no sharp cut-off; inactive means mostly below about 5.4%; further: actives read high; inactives centre near 0; some compounds called inactive have numbers as strong as hits; reference of the scale not given here
Keap1 Nrf2 FP – disrupts human Keap1 binding to Nrf2 peptide; Q14145; AID 504523; hit rate 0.15% among 340,000; Keap1 Kelch-Nrf2 peptide fluorescence polarization, 1536-well; inhibition, % at 9.4 µM; in the data active means inhibition above about 12%;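 further: human Keap1 Kelch domain with fluorescein labeled Nrf2 9mer peptide probe; 0% = neutral control wells and 100% = peptide positive control; higher means more block of Keap1 binding to Nrf2 peptide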
OPRM1-OPRD1 ag – agonists of human mu-delta opioid receptor heterodimerization; cells, OPRM1-OPRD1 heterodimerization, luminescence; activation, % at 9.3 µM; hit rate 0.3% among 340,000; in the data active means activation above about 18%;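 further: 0% = vehicle-treated cells and 100% = reference agonist; values of inactives mirror those of a sister screen read the other way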
Target sequence (P35372 whole entry, looked up): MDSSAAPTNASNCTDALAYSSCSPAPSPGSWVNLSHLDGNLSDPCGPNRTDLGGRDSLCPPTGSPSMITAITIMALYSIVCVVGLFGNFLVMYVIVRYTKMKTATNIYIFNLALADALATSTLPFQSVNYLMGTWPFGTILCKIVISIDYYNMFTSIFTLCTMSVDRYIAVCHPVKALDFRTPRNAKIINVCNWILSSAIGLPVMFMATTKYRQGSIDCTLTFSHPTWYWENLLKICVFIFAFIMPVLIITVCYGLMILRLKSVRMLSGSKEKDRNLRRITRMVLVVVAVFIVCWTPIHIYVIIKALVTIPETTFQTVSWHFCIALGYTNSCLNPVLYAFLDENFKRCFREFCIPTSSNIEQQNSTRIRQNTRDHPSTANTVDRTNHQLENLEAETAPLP
Target sequence (P41143 whole entry, looked up): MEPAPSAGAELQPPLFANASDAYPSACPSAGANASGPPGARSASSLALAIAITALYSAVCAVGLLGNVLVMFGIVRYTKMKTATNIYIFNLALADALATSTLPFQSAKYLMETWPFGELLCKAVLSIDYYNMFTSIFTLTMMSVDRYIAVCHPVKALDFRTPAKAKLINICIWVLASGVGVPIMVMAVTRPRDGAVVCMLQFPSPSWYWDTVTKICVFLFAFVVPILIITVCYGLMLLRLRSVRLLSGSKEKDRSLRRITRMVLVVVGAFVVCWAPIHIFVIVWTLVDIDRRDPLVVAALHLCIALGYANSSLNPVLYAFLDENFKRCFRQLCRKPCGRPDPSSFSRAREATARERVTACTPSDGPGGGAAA
RTF Ca sens inh – cardiac RTF calcium desensitization; P19429+P45379; IANBD-labeled cardiac RTF, Ca2+ fluorescence; inhibition, % at 7.15 µM; hit rate 0.12% among 340,000; AID 493244;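 active means inhibition above the mean inhibition of all tested compounds plus 3 SD, cut at about 17% in these data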;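 further: assay run at fixed EC70 calcium of 1.6 mM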
HTR5A ag ctr – counter-screen for OPRM1-OPRD1 agonists: human HTR5A agonism | activation, % at 9.3 µM | P47898 | hit rate 0.61% among 340,000 | HTR5A agonist assay, luminescence, cell-based | AID 504692; in the data active means activation mostly above about 9.5%, no sharp cut-off; inactive means mostly below about 7.6%;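 further: 0% = cells with vehicle only and 100% = reference agonist; strong numbers were not always called active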
HTR5A inv ag – inverse agonist of human HTR5A in OPRM1-OPRD1 counter-screen; P47898; inhibition, % at 9.3 µM; hit rate 0.083% among 340,000; HTR5A cell line, luminescence, inverse agonism; in the data active means inhibition mostly above about 23%, no sharp cut-off; inactive means mostly below about 18%;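 further: 0% = cells with DMSO and 100% = no-cell wells with DMSO; some compounds called inactive have numbers as strong as hits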
MOR-DOR inv ag – inverse agonists of human mu-delta opioid receptor heterodimerization. cell-based MOR-DOR heterodimer luminescence, inverse agonism. inhibition, % at 9.3 µM. AID 504357. hit rate 0.21% among 340,000; in the data active means inhibition above about 22%, passing the limit was not always enough;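 further: 0% = cells with DMSO and 100% = wells without cells with DMSO; values of inactives mirror those of a sister screen read the other way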
RTF Ca sens act – cardiac RTF calcium sensitization | P19429+P45379 | IANBD-labeled TnC RTF fluorescence at EC20 calcium; 0% EC20 calcium, 100% full calcium | activation, % at 7.2 µM | hit rate 0.24% among 340,000 | AID 493008;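 active means activation above the mean over all tested compounds plus 3 SD, cut at about 30% in these data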;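 further: rise in fluorescence read as greater calcium sensitivity of cardiac thin filaments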
CAL-PDZ inh HTS – inhibitors of human CAL PDZ peptide binding | Q9HD26 | AID 602252 | hit rate 0.92% among 300,000 | purified CAL PDZ, TMR-peptide fluorescence polarization, 1 h | inhibition, % at 24.9 µM;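 active means mean inhibition of at least 30% with at least half of replicates also reaching 30%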;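 further: 0% = DMSO neutral control and 100% = excess unlabeled competitor peptide PRC23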
C-LANA FP – inhibitors of KSHV LANA C-terminal domain DNA binding; MBP-C-LANA/FAM-LBS DNA binding, fluorescence polarization; inhibition, % at 9 µM; hit rate 0.078% among 340,000;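 active means highest replicate inhibition at or above 60% at 9 µM, even if other replicates fall short; inactive means all replicates below 60% inhibition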;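 further: 0% = neutral control wells and 100% = 4 µM acridine orange control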
* hit, by the source's call; . = no result given.

structure	V-ATPase pHluor	Keap1 Nrf2 FP	OPRM1-OPRD1 ag	RTF Ca sens inh	HTR5A ag ctr	HTR5A inv ag	MOR-DOR inv ag	RTF Ca sens act	CAL-PDZ inh HTS	C-LANA FP
COc1ccc(-c2cn3c(C)c(C(=O)Nc4cccc(NC(C)=O)c4)sc3n2)cc1	-7	-2	3.1	-5	1	4	-15	0	-2	0.7
CC(c1cccnc1)N(CCN(C)C)C(=O)Nc1ccc(Cl)cc1 (configuration not stated)	5	-5	4.8	-2	-3	8	-25	7	.	2.1
COc1ccc(CNC2=CC(=O)CC(C)(C)C2)cc1	2	4	-2.8	1	0	7	14	-2	.	0.7
COc1ccc(CN2CCN(C(C)C(=O)N(C)Cc3cccc(F)c3)CC2)cc1OC (configuration not stated)	-3	1	-0.1	2	8	-31	0	-2	-1	2.4
CC(=O)NC(Cc1ccc(C(C)C)cc1)C(=O)NC1CCN(c2nc(C)cc(C)n2)CC1 (configuration not stated)	0	-4	-1.1	-4	-2	9	6	-6	2	-1.2
Cc1cccc2c1c(N=NC(N)=S)c(O)n2C1OC(CO)C(O)C(O)C1O (configuration not stated)	-5	-7	0.0	1	-2	8	0	-4	-2	-4.1
CCN(CC)C(=O)C(=O)Nc1ccc(F)c(Cl)c1	2	-3	0.5	-4	6	-18	-3	0	-1	0.0
CCCc1nnc(NC(=O)CCC(=O)N2CCCCC2CC)s1 (configuration not stated)	-1	-3	-2.2	2	9.9*	-15	12	1	0	-1.8
Cc1noc(C)c1CC(=O)N1CCCC(C(=O)c2ccc(C(C)(C)C)cc2)C1 (configuration not stated)	0	-4	-0.2	-2	-3	8	1	5	1	-0.8
CNc1c(NC(=O)C2CCC(C)CC2)c(=O)oc2ccccc12 (configuration not stated)	7	-2	0.0	-3	0	0	0	2	-5	-1.6
CC1CCC(C(=O)NC(C(=O)N2CCc3ccccc3C2)C(C)C)CC1 (configuration not stated)	3	-4	-2.4	12	3	14	14	-4	-1	-1.0
COc1ccc(NC(=O)c2cc3ccccc3oc2=O)c(OC)c1	1	-2	0.8	-10	-1	2	-4	4	-6	0.0
C=CCOc1ccccc1/C=C/C(=O)O	-2	-7	-2.5	1	-3	11	11	0	.	0.6
COc1ccccc1CNC(=O)[C@H](Cc1c[nH]c2ccccc12)NC(=O)[C@@H]1Cc2ccccc2CN1	-1	1	-1.5	0	-3	9	8	-1	2	0.4
CC(=O)Nc1ccc(NC(=O)C(c2ccccc2)c2ccccc2)cc1	0	-5	-2.4	-3	-3	8	12	-5	-9	-0.3
CCOc1ccc(C(=O)N2CCN(c3ncccn3)CC2)cc1	-2	0	-1.5	-3	1	-1	8	-3	.	0.3
COc1cc2c(cc1OC)CN(C(=O)CCNS(=O)(=O)c1ccc(Br)cc1)CC2	-8	0	0.1	-3	1	-24	-1	-2	-4	-0.6
COc1cc2nc(CCc3ccccc3)oc(=O)c2cc1OC	-2	6	-1.5	-4	2	7	7	2	-4	0.2
COc1ccc(S(=O)(=O)N2CCOC23CCN(S(=O)(=O)c2c(C)cc(C)cc2C)CC3)cc1	3	0	3.6	0	11*	8	-24	-2	-4	0.5
O=C(CC(O)(C(F)(F)F)C(F)(F)F)Nc1ccc(Cl)c(Cl)c1	-2	11	8.8	4	20*	-1	-44	1	7	-0.8
O=C(NCc1cccs1)C1CCCN(S(=O)(=O)c2cccc3cccnc23)C1 (configuration not stated)	2	0	0.3	-4	-3	8	-1	-3	0	-5.9
CC1CCN(C(=O)c2[nH]cnc2C(=O)Nc2ccccc2)CC1	-4	1	2.8	1	-2	-16	-16	6	-4	3.6
COc1ccc(C)cc1NC(=O)c1nc2nc(C)cc(C)n2n1	-1	-3	0.2	-1	3	-19	-1	2	-2	-0.4
Cc1cccc(NS(=O)(=O)c2ccc([N+](=O)[O-])cc2)n1	-3	-1	-1.2	3	1	-3	6	-4	-7	2.8
O=C(NCCc1ccc([N+](=O)[O-])cc1)c1ccccc1	5	-5	-1.9	-13	-4	-11	9	8	-2	0.6
C=CCN(C(=O)c1ccccn1)C(C(=O)NCc1ccccc1)c1ccccc1F (configuration not stated)	1	3	-2.2	2	-2	-10	11	3	.	-0.1
CCOc1cc(/C=N\Nc2nc(Nc3ccccc3)nc(N3CCOCC3)n2)ccc1OC(=O)c1ccco1	-3	1	4.9	1	2	-13	-25	-2	-4	2.6
Cc1ccc(C)c(C(=O)NCc2ccncc2)c1	3	-7	-1.9	5	0	22	11	0	-2	-1.1
Cc1ccccc1Cn1cc(NC(=O)COc2ccccc2)cn1	-2	-1	0.5	-3	-5	13	-2	3	1	-0.3
CCOC(=O)c1c(NC(=S)Nc2ccccc2)sc2c1CCCCC2	2	-2	-0.6	-6	2	-3	3	6	-2	-0.1

Copied from the list:
Under C-LANA FP, COc1ccc(C)cc1NC(=O)c1nc2nc(C)cc(C)n2n1 shows -0.4
Under HTR5A inv ag, COc1cc2c(cc1OC)CN(C(=O)CCNS(=O)(=O)c1ccc(Br)cc1)CC2 shows -24

The listing continues.
structure	V-ATPase pHluor	Keap1 Nrf2 FP	OPRM1-OPRD1 ag	RTF Ca sens inh	HTR5A ag ctr	HTR5A inv ag	MOR-DOR inv ag	RTF Ca sens act	CAL-PDZ inh HTS	C-LANA FP
CC(=O)NS(=O)(=O)c1ccc(NC(=O)/C=C/c2ccccc2Cl)cc1	.	6	4.3	-5	0	-12	-19	2	2	-1.1
CC1CCc2cccc3c(O)cc(=O)n1c23 (configuration not stated)	1	-4	-0.6	-5	5	-21	3	2	-6	-1.1
COc1ccc([N+](=O)[O-])cc1/C=N/NC(=O)Cc1ccccc1	-1	-5	-1.9	-1	0	-7	13	-3	0	1.2
CC(C)c1ccc(NC2CCCN(C(=O)c3cc(C(C)C)nc(N)n3)C2)cc1 (configuration not stated)	5	0	-2.9	-4	0	6	16	0	1	0.5
Cc1ccc(/C=N/NC(=O)CC2N=C(Cc3ccccc3)NNC2=O)cc1 (configuration not stated)	0	5	-2.8	-3	-5	12	14	-1	-4	-1.3
Cc1ccc(-n2ncc3c(=O)n(Cc4cccnc4)cnc32)cc1	2	-2	-1.7	-7	-1	-16	9	0	.	0.9
CCOc1ccc(-n2cnnn2)cc1S(=O)(=O)NC1CC1	-2	2	-2.3	-4	4	8	12	-2	.	-0.3
CCOc1ccc(CN2CCNC(=O)C2CC(=O)NCCc2nc(C)c3c(n2)CCC3)cc1 (configuration not stated)	-2	-5	-3.8	-5	4	-10	20	-3	-3	0.1
Cc1cc(C)nc(SCc2cc(=O)c(OC(=O)c3ccc(S(=O)(=O)N4CCCC4)cc3)co2)n1	-3	-5	-0.6	-3	-2	8	4	-1	0	1.6
CCCNC(=O)C1CCC(CNS(=O)(=O)c2ccc3c(c2)N(C(C)=O)CCO3)CC1 (configuration not stated)	1	-1	-2.5	0	3	-11	13	1	-5	-0.5
COc1ccccc1OCC(=O)Nc1ccc2c(c1)OCCO2	6	-4	0.9	-17	2	-14	-7	-1	.	-1.8
O=C(Nc1ccc(F)cc1)c1cncs1	-1	-1	-2.7	-6	0	-1	13	-7	-2	1.1
O=C(Nc1ccccc1)N(CCN1CCOCC1)Cc1ccccc1F	3	-4	-0.2	-2	0	1	1	2	-4	0.3
O=C(CCSc1nc(-c2ccco2)cc(C(F)(F)F)n1)Nc1ccc2c(c1)OCO2	3	-2	-3.0	5	4	-3	17	-7	0	0.8
Cc1cc(OC(C)C(=O)NCc2cccnc2)c2c(C)c(Cc3ccccc3)c(=O)oc2c1 (configuration not stated)	1	-3	1.2	-4	3	6	-7	3	-4	1.7
CC(C)(C)C1C=C(Sc2ccccc2)C(=O)O1 (configuration not stated)	-3	-3	-1.0	-9	-2	-8	5	4	0	4.2
COc1nc(NC2CCCCC2)nc(NC(C)(C)C)n1	1	-3	1.9	6	1	9	-10	2	-5	-1.6
COc1cc(OC)cc(-c2oc(=O)c3cc(OC)c(OC)cc3c2C#CCCO)c1	1	-6	-2.3	-1	0	1	13	-4	-3	0.4
COCCCC1CCN(C(=O)C2CCC(=O)N(C3CCCCCC3)C2)CC1 (configuration not stated)	4	-5	-0.1	-5	4	-9	1	-1	-3	-1.3
O=c1[nH]c(=O)n(C(c2ccccc2)(c2ccccc2)c2ccccc2)cc1N(CCO)CCO	-2	-1	-3.9	4	2	-6	19	-3	-4	-1.2
Nc1c(C(=O)NCc2ccco2)sc2nc3c(cc12)C(=O)CCC3	4	-5	-0.9	3	3	-9	5	-3	.	1.4
Cc1ccccc1-n1nc(C)c2cc(C(=O)N3CCN(S(=O)(=O)c4ccc(F)cc4)CC3)sc21	-2	-3	-1.8	-4	3	29	9	-7	.	0.0
CCOC1(C(F)(F)F)NC(=O)N(Cc2ccc(OC)cc2)C1=O (configuration not stated)	-1	2	-3.4	-6	0	-3	15	4	-2	0.9
CC1CCN(C(=O)c2cc3c(ccc4ccccc43)o2)CC1	2	0	5.8	-5	0	-1	-23	2	0	-1.2
CC(C)(C)OC(=O)NCCC(=O)N/N=C/c1cccc2nccnc12	-7	2	-0.9	-5	-5	9	5	3	.	-0.6
CCn1cc(CN2CCC(n3nccc3NC(=O)CCCc3ccccc3)CC2)c(C)n1	2	1	3.8	1	-1	5	-20	-3	-4	0.7
O=C(Nc1ccc(F)c(F)c1)c1oc2ccccc2c1NC(=O)C1CCCO1 (configuration not stated)	0	1	0.7	-5	-2	21	-3	-3	4	-0.5
COC(=O)c1ccc(-c2nc(O)c(C)s2)cc1	4	-3	-0.3	9	-5	12	3	-4	11	0.2
O=C(c1cccnc1Nc1ccccc1F)N1CCOCC1	-2	-3	-3.4	-5	0	9	16	0	-3	1.9
COCCNC(=O)C(=O)NCC1OCCN1S(=O)(=O)c1ccc(C)cc1 (configuration not stated)	3	-1	-3.2	1	-1	-13	18	1	-3	0.9
O=C(O)CS(=O)CC(=O)Nc1cccc(C(F)(F)F)c1 (configuration not stated)	-1	2	0.1	-4	5	-13	-1	2	2	0.2
O=C(COC(=O)CNC(=O)c1ccc(Cl)cc1Cl)NCC1CCCO1 (configuration not stated)	-3	-2	-0.5	-17	1	11	3	1	-4	-0.2
Cc1cccc2[nH]c(CN(C)C(=O)C3CCC(=O)N(C4CC4)C3)nc12 (configuration not stated)	-1	-3	-2.4	-9	3	-5	12	-4	43*	0.5
CNC(=S)N/N=C/c1c(C)cccc1Cl	0	-3	-2.8	3	2	-4	14	0	-4	-0.4
Cc1ccc(-n2nc3c(c2NC(=O)C2CC2)CS(=O)(=O)C3)cc1C	2	-4	-1.0	-3	-2	-1	5	-3	-2	0.3
COc1cc(/C=N\Nc2nc3ccccc3o2)cc(OC)c1OC	3	-1	-0.1	-2	4	4	1	6	-1	1.0

From PubChem
